CRE Fsk mod = modulators of forskolin-stimulated CRE signaling in CHO cells | Potency, µM (doses to about 38.2 µM), for inactives: at the highest dose activity change, negative = inhibition, actives largely listed as activators | CHO CRE-bla reporter (cAMP response element driving beta-lactamase), forskolin EC10, beta-lactamase ratio | 2.5% of 71,000 active; active means well fitted activation curve with a large enough effect in the signal ratio, with a control signal flat, not every such curve was filed as active; inconclusive means small, poorly fitted or top-dose-only effect, or effect the other way, or a change in a side signal; the % refers to the signal ratio; further: potency means the concentration at half of the fitted maximal effect; % of control where 0% means no effect
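Titrated compounds plus EC10 NKH 477 on CHO CRE-bla cells, 3 h, 37 °C. CCF4, 2 h RT. Ratio 460/530 nm → AC50.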
4MU fluor = compound fluoresces in the 4-MU spectral region; compound autofluorescence, 340/450 nm, 4-MU equivalents; hits give high values; max dye-equivalent concentration, M; 11% of 59,000 active; in the data active means max dye-equivalent concentration above about 10 nM; inconclusive means mostly about 1.1 nM to 9.6 nM
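Compounds in 100 mM Tris, pH 8.0, incubated 15 min at room temperature, then fluorescence read at 340 nm excitation/450 nm emission. Signal converted to 4-MU dye-equivalent concentration using an on-plate six-point 4-MU standard curve.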
A350 autofl = A350 region autofluorescence | Compound autofluorescence, 340/450 nm, Alexa 350 dye-equivalents; hits give high values | max dye-equivalent concentration, M | 11% of 59,000 active; in the data active means max dye-equivalent concentration above about 10 nM; inconclusive means mostly about 1.1 nM to 9.6 nM
Epigenetic mod = epigenetic GFP locus derepression in mouse cells | 0.09% of 68,000 active | Potency, µM (highest dose often 46.1 µM), for inactives: at the top dose GFP derepression (activation) | mouse C127i GFP locus derepression, cytometry, 30 h; further: % of control where 0% means no effect
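Derepression screen: silenced CMV-GFP reporter in murine C127i cells, 30 h compound incubation at 37 C, washed cells imaged by laser-scanning cytometer to enumerate GFP-expressing objects of 20 to 120 um.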
TexasRed autofl = Texas Red region autofluorescence. Compound fluorescence, Texas Red channel, 547/618 nm; hits give high values. max dye-equivalent concentration, M. 0.06% of 59,000 active; in the data active means max dye-equivalent concentration above about 10 nM; inconclusive means between about 1.1 nM and that limit
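Compound titrations in 100 mM Tris pH 8.0 were incubated 15 min at room temperature and read at 547 nm excitation / 618 nm emission. Texas Red six-point standard curve on each plate converted fluorescence to dye-equivalent concentration.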
HBB splice mod = modulators of hemoglobin beta chain splicing; Potency, µM (top dose mostly 46.1 µM), for the others: at the highest dose activation, actives largely listed as activators; AID 925; HBB splicing reporter cell assay, activation; EGFP reporter with mutant IVS2-654 intron; response scale: normalised to 500 nM splice-correcting PNA; 0.06% of 65,000 active; further: potency means the concentration at half of the fitted maximal effect; 0% is about no effect
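HeLa cells stably expressing EGFP interrupted by mutant beta-globin intron 2 (IVS2-654), 500/well in 2% FCS. Treated with compound for 2 days at 37C. Splicing correction scored as total well GFP intensity (488 nm excitation, 500-520 nm emission); 500 nM antisense PNA served as control.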
Fluorescein autfl = compound fluoresces in the fluorescein spectral region. Compound autofluorescence, 480/540 nm, fluorescein-equivalent; hits give high values. max fluorescein-equivalent concentration, M. 0.91% of 59,000 active. AID 593; in the data active means max fluorescein-equivalent concentration above about 10 nM; inconclusive means between about 1.1 nM and that limit
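In this qHTS profile, compound fluorescence was measured with a 480 nm/540 nm filter pair following a 15-min room-temperature incubation in 100 mM Tris (pH 8.0). A six-point fluorescein series on each plate served for normalization.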
ERK AVP inh = inhibitors of vasopressin-stimulated ERK signaling pathway | 0.99% of 72,000 active | Potency, µM (highest dose often 57.5 µM), inactives show at the highest dose activity, negative = inhibition, actives largely listed as inhibitors | HEK293-V1b, vasopressin-stimulated pERK AlphaScreen | AID 995; further: potency means the concentration at half of the fitted maximal effect; on the % scale 0 is the no-effect control and ±100 the full control effect; nearly all actives have a fitted effect of over 55% in size
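Phosphorylated ERK1/2 detected via AlphaScreen bead proximity in lysates of V1b-expressing HEK293 cells given 25 nM vasopressin for 5 min after 30 min compound exposure (37 °C). AC50 from Hill equation; basal DMSO 0%, vasopressin 100%.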
UbGFP stabilizer = inhibits proteasome, raising ubiquitin-GFP reporter fluorescence | Ubiquitin-GFP reporter cells, proteasome inhibition, GFP fluorescence; response scale: untreated = 0%, 10 µM MG-132 = 100% | Potency, µM (series often up to 45.9 µM), inactives show at the highest dose activation (GFP accumulation), usual class: activators | 67,000 tested, under 10 active; active means well fitted activation curve with a large enough effect, not every such curve was filed as active; inconclusive means small, poorly fitted or top-dose-only effect, or another doubt; inactive means no such curve, though single readings can be large or run the other way; further: potency means the concentration at half of the fitted maximal effect
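GFP accumulation read-out: laser plate cytometry counting ubiquitin(G76V)-GFP-expressing U2OS cells after 4 hr compound exposure at 37 °C. Titrations spanned 46 uM to 2.9 nM; 0% = basal, 100% = 10 uM MG-132; concentration-response curves fitted.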
Luciferase inh = blocks Photinus pyralis firefly luciferase activity. P08659. Potency, µM (titrated, usually from 57.1 µM), inactives show top-dose activity change, negative = inhibition, usual class: inhibitors. purified firefly luciferase, luminescence, 8 min. 2.2% of 72,000 active; further: potency means the concentration at half of the fitted maximal effect; on the % scale 0 is the no-effect control and ±100 the full control effect; nearly all actives have a fitted effect of over 40% in size
Target sequence (P08659 whole entry, looked up): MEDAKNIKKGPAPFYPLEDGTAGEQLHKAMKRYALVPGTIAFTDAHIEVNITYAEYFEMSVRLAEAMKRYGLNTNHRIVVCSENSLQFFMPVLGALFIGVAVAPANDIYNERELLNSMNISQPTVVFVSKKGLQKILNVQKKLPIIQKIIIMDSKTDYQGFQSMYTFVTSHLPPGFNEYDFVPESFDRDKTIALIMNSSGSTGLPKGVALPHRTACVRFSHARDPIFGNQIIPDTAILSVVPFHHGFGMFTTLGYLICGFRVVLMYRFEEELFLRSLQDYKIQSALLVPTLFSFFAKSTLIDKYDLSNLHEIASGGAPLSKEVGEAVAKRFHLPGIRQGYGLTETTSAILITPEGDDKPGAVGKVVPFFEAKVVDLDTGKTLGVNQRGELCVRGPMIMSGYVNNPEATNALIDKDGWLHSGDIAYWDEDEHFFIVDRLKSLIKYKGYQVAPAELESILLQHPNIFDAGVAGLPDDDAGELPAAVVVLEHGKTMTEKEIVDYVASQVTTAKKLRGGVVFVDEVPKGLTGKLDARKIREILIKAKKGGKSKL
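Compounds were tested as concentration series (qHTS) against purified P. pyralis luciferase with luciferin and 10 uM ATP in 50 mM imidazole pH 7.2, 50 mM KCl, 7 mM MgCl2, 0.01% Tween 20, 0.05% BSA. Luminescence was read after 8 min at ambient temperature.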
Hsp90 Hop PPI = changes Hsp90-Hop TPR2A binding signal, up or down. AlphaScreen TPR2A-His6 binding biotin-Hsp90 C-terminal peptide. Potency, µM (titrated, usually from 57 µM), inactives show at the highest dose activity change, negative = inhibition. 0.44% of 71,000 active. AID 595; active means well fitted curve in either direction with a large enough effect; inconclusive means small, poorly fitted or top-dose-only effect, or another doubt; further: potency means the concentration at half of the fitted maximal effect; on the % scale 0 is the no-effect control and ±100 the full control effect; many of its hits are not listed in these tables
* = called active by the depositor; i = inactive; u = inconclusive; x = no result given; [ ] = remark or other dose. Unless noted, the call rests on the fitted dose curve; in most records, active means well fitted curve in the direction sought with a large enough effect; inconclusive means small, poorly fitted or top-dose-only effect, or another doubt; inactive means no such curve, though single readings can be large; an effect the other way counts as inactive or inconclusive. A portion of the library (hit frequency here may not be typical).

SMILES	CRE Fsk mod	4MU fluor	A350 autofl	Epigenetic mod	TexasRed autofl	HBB splice mod	Fluorescein autfl	ERK AVP inh	UbGFP stabilizer	Luciferase inh	Hsp90 Hop PPI
CC1CCN(C(=O)C2CC(c3ccc(F)cc3)=NO2)CC1 (stereo unspecified)	2.4%	i	i	-4.3%	i	4.5%	i	4.9%	-5.7%	-3.8%	0.8%
CCCN1CCN(CCCNC(=O)C2CCCN(c3nnc(-n4cccc4)s3)C2)CC1 (stereo unspecified)	-0.8%	i	i	-1.2%	i	0.3%	i	-27.9%	-6.4%	-10.4%	-4.2%
Cn1nnc(NC(=O)CSc2nnnn2-c2ccc(F)cc2)n1	-7.0%	i	i	2.6%	i	0.8%	i	6.9%	0.0%	2.7%	-3.3%
Cc1nc2nc[nH]n2c(=O)c1NC(=O)c1cccc(OCC(C)C)c1	-11.9%	i	i	1.0%	i	-0.5%	i	-8.5%	-5.6%	1.4%	-19.1%
CCn1c(SCC(=O)Nc2ccccc2C)nnc1-c1ccccc1O	-5.9%	i	i	0.0%	i	0.1%	i	-13.9%	4.6%	-0.1%	-4.5%
CSc1nc(C)cc(OCC#N)n1	15.7%	i	i	11.4%	i	-1.4%	u	-1.6%	3.1%	0.3%	-6.0%
COC(=O)CSc1nnc(C)n1-c1cccc(C#N)c1	-2.3%	i	i	-0.9%	i	x	i	0.1%	-5.2%	2.1%	-1.6%
O=c1nc(N2CCOCC2)ccn1-c1nc(-c2ccccc2)oc1-c1ccccc1	u	i	i	2.2%	i	-1.1%	i	-22.0%	-20.5%	0.9%	-6.0%
COc1ccc(N2CC(C(=O)Nc3ncccc3C)CC2=O)cc1 (stereo unspecified)	-1.0%	i	i	3.2%	i	0.9%	i	-12.0%	3.2%	-4.0%	-6.7%
Cc1onc(-c2ccccc2)c1C(=O)NC(CC(=O)O)c1ccc(OC(C)C)cc1 (stereo unspecified)	u	i	i	-2.9%	i	0.6%	i	10.7%	17.4%	1.1%	-5.5%
C[C@]12CCC3c4ccc(OCC(=O)O)cc4CCC3C1CCC2=O (stereo partly specified)	5.1%[7.6 µM]	i	i	-3.4%[9.22 µM]	i	-1.6%[9.22 µM]	i	-1.0%[11.5 µM]	-6.2%[9.17 µM]	0.9%[11.4 µM]	-2.5%[11 µM]
CC1CCCCC1NS(=O)(=O)c1ccc(S(=O)(=O)N2CCCC2)cc1 (stereo unspecified)	u	i	i	1.0%	i	x	i	-8.6%	5.9%	1.6%	0.0%

As entered above:
CC1CCN(C(=O)C2CC(c3ccc(F)cc3)=NO2)CC1 (stereo unspecified) in Luciferase inh: -3.8%
COC(=O)CSc1nnc(C)n1-c1cccc(C#N)c1 in CRE Fsk mod: -2.3%

Next part:
SMILES	CRE Fsk mod	4MU fluor	A350 autofl	Epigenetic mod	TexasRed autofl	HBB splice mod	Fluorescein autfl	ERK AVP inh	UbGFP stabilizer	Luciferase inh	Hsp90 Hop PPI
CCc1nccn1S(=O)(=O)c1ccc2ccccc2c1	-8.4%	x	x	0.0%	x	0.6%	x	8.7%	18.2%	-0.4%	-0.2%
CC(C)OC(=O)C(C#N)c1nc2ccccc2nc1N1CCN(Cc2ccccc2)CC1 (stereo unspecified)	u	i	i	17.9%	i	u	u	-7.5%	11.6%	4.0%	-5.5%
Cc1cc(Cl)ccc1N1C(=O)CC(SCCC(=O)O)C1=O (stereo unspecified)	0.4%	i	i	-3.2%	i	0.5%	i	-12.8%	-7.7%	0.2%	-3.3%
COc1ccc(CNc2cc(-c3ccccc3Cl)ncn2)c(OC)c1	u	i	i	2.4%[9.22 µM]	i	-1.3%	u	15.8µM*	-1.5%	-1.5%[2.29 µM]	-1.8%
C#CCN1C(=O)C(O)(CC(=O)c2ccc(OC)c(OC)c2)c2ccccc21 (stereo unspecified)	25.6%	x	x	5.6%	x	-4.0%	x	-17.7%	-12.5%	-0.8%	-10.8%
CCCOc1ccc(C(=O)N2CCCC2C(=O)O)cc1 (stereo unspecified)	-5.6%	1.02e-08M*	1.08e-08M*	1.0%	i	x	i	17.1%	3.1%	2.6%	1.6%
NCC12CC3CC(C1)CC(CN)(C3)C2	11.8%	i	i	0.0%	i	-0.2%[0.369 µM]	u	6.5%	x	1.4%	1.5%
Cc1nc(CNS(=O)(=O)c2ccc(Oc3ccccc3)cc2)cs1	1.2%	i	i	4.3%	i	0.0%	i	-18.2%	7.0%	0.6%	-0.3%
COc1ccc(N(CC(=O)N2c3ccccc3CC2C)S(=O)(=O)c2c(C)nn(C)c2C)cc1 (stereo unspecified)	-6.1%	x	x	x	x	-0.5%	x	-8.8%	9.0%	3.1%	-4.7%[2.3 µM]
COCCNc1nc(-c2ccccc2CN(C)C)nc2ccccc12	u	i	i	2.4%[9.22 µM]	i	1.5%	i	-9.6%	4.9%	0.0%[2.29 µM]	-1.7%
Cc1cc(C(=O)CSc2nnc(Cc3ccccc3)o2)c(C)n1Cc1ccc2c(c1)OCO2	u	i	i	-2.5%	u	-0.3%[57.5 µM]	u	-6.7%	2.1%	0.1%	-9.1%
O=C(NCC1CCCO1)C1CC(=O)N(C2CCCCCC2)C1 (stereo unspecified)	-25.3%	i	u	-4.1%	i	0.4%	i	4.8%	2.4%	0.2%	-3.2%
COc1ccccc1CNc1ccnc(-c2ccc(C(=O)N(C)C)cc2)n1	u	i	i	0.0%[9.22 µM]	i	-0.7%	i	-14.2%	-2.6%	0.7%[2.29 µM]	-6.5%
O=C(c1cccs1)N1CCN(C(=O)N2CCOCC2)CC1	9.4%	i	u	2.5%	i	-3.1%	u	5.7%	0.3%	1.5%	-1.4%
O=C(CSc1nc(-c2ccco2)cc(C(F)(F)F)n1)NCCc1ccccc1	-8.0%	u	u	0.0%	u	-1.8%	u	17.4%	-4.5%	-0.9%	3.1%
Cc1cc(C)c2oc(-c3ccc(Cl)c(NC(=O)c4ccc(C#N)cc4F)c3)nc2c1	-10.8%	u	u	0.0%	i	-0.9%	i	-7.2%	0.4%	-5.9%	2.0%
COc1cccc(CNn2c(-c3cccc(C)c3)nc3ccccc3c2=O)c1O	u	i	i	-1.2%	i	-3.1%	u	u	2.7%	-0.3%	-1.0%
CSCC[C@H](NC(=O)OC(C)(C)C)c1nnc(SCc2ccc(F)cc2)o1	u	i	i	-2.2%	i	0.4%[57.5 µM]	i	-11.7%	-3.5%	1.7%	2.5%
CCOc1ccccc1NC(=O)N1CCC(NC(=O)c2ccccc2C)CC1	-6.4%	i	i	0.0%	u	x	u	3.7%	3.3%	-0.1%	-3.6%
COc1ccc(OC)c(N=CC2=C(O)CC(C)(C)CC2=O)c1	u	x	x	-2.2%	x	-0.2%[9.22 µM]	x	21.9%	7.5%	0.7%	0.0%
COC(=O)c1ccccc1Nc1cc(C)nc2nc(C)nn12	12.6µM*	x	x	0.0%	x	0.4%	x	-16.7%	14.6%	0.5%	-1.2%
COc1ccc(NS(=O)(=O)c2ccc(OC)c3ccccc23)cn1	3.5%	i	i	2.2%	i	-0.2%	i	-2.7%	3.8%	2.9%	-3.1%
COc1cc(OC)c2c(c1)OC(c1ccc(OC)c(OC)c1)C(O)C2=O (stereo unspecified)	27.7%	x	x	x	x	-1.2%	x	x	-10.7%	0.3%	-3.7%
O=C(COc1ccc(S(=O)(=O)N2CCOCC2)cc1)Nc1ccc2c(c1)OCCO2	-0.9%	i	i	3.2%	i	2.6%	i	-12.4%	-3.2%	-1.6%	-5.9%
COc1ccc(C2c3c(-c4ccccc4O)n[nH]c3C(=O)N2CCc2ccc(OC)c(OC)c2)cc1 (stereo unspecified)	u	i	i	3.8%	i	6.4%[0.369 µM]	i	-11.3%	-0.2%	4.8%	u
COc1cc(C(C)=O)ccc1OCC(O)CNCC1(N2CCCCC2)CCCCC1 (stereo unspecified)	u	i	i	1.1%	i	-2.4%	u	0.2%	-3.6%	4.2%	-4.9%
O=C(COc1cccc(Oc2ccccc2)c1)Nc1ncccn1	u	i	i	1.2%	i	-0.6%[57.5 µM]	u	4.2%	-3.0%	-1.6%	0.3%
O=S(=O)(Nc1cccnc1)c1cccs1	-2.3%	i	i	1.2%	i	x	i	22.7%	2.6%	0.9%	4.0%
CCOC(=O)Cn1cc(C(=O)c2cccs2)c2ccccc21	4.9%	i	u	-2.0%	u	0.6%	u	-20.5%	-1.4%	-3.7%	5.4%
COc1cc(/C=C(/C#N)c2ccc(F)cc2)ccc1OCc1ccc(C(=O)O)o1	u	u	u	-3.2%	i	-0.8%	i	-4.0%	-1.6%	-22.7%	-7.3%
